# High-throughput results from PubChem.
# Vif-APOBEC3G blk: blocks the Vif interaction with human APOBEC3G; AID 602310; 410,000 compounds, 0.076% hits; HeLa A3G-eYFP + Vif (tagged APOBEC3G with the HIV-1 protein that degrades it), YFP fluorescence, overnight; Q9HC16; Potency, µM (top dose mostly 46.1 µM), for inactives: at the top dose activity, negative = active, hits mostly inhibitors;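 note: potency is the fitted concentration of half-maximal effect; % is set by controls: 0 for no effect and ±100 for the full control effect; nearly all actives have a fitted effect of over 60% in size; hits raise eYFP signal because A3G escapes Vif-driven loss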
#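 Read-out is eYFP fluorescence (Ex 488/Em 500-530) from Vif-expressing HeLa A3G-eYFP cells; more signal means A3G escaped Vif-mediated degradation. Cells plated overnight, compound pinned in, incubated overnight at 37 deg C.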
# GRP78 ERSR act: ER stress response induction in glioma | U87-MG GRP78 promoter luciferase reporter, 16 h | Potency, µM, without a hit: top-dose activation, usual class: activators | 420,000 compounds, 0.02% hits | AID 602332; note: potency is the fitted concentration of half-maximal effect; series mostly up to about 76 µM; % of control where 0% means no effect; nearly all actives have a fitted effect of over 35% in size
#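 ERSR induction read as luciferase luminescence (Bright-Glo, 10 min at room temperature) in stably transfected human U87-MG glioma cells exposed to compounds for 16 h, using GRP78 as sensor.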
# RXFP1 ag: agonists of human relaxin receptor RXFP1; AID 2676; HEK293T-RXFP1 cAMP TR-FRET, 30 min; response scale: percent of porcine relaxin response, buffer zero; Potency, µM (series often up to 57.5 µM), for inactives: at the top dose activation, usual class: activators; 370,000 compounds, 0.3% hits; Q9HBX9; note: potency is the fitted concentration of half-maximal effect; % is set by controls: 0 for no effect and ±100 for the full control effect; nearly all actives have a fitted effect of over 60% in size; many of its hits are not listed in these tables
# Target sequence (Q9HBX9 whole entry, looked up): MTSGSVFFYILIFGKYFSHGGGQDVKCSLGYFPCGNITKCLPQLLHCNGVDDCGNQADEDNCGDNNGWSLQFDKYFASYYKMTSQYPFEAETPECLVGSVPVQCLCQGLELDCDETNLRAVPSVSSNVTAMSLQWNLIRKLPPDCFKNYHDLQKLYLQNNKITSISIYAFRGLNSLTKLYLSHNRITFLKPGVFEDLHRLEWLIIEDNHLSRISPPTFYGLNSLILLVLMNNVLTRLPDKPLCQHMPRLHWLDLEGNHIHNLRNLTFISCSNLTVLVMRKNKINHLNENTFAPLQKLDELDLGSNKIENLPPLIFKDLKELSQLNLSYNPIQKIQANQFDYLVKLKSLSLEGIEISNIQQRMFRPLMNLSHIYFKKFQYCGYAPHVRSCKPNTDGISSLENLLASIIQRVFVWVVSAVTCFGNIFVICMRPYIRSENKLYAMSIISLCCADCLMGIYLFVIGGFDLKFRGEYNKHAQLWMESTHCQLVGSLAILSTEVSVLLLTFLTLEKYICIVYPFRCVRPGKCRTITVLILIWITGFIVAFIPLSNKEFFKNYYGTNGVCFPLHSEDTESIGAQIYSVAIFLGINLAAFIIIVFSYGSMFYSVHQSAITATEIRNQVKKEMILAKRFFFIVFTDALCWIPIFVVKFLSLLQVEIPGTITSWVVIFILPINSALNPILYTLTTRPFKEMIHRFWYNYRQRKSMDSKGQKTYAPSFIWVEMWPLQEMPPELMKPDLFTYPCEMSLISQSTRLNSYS
#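 HEK293 cells stably expressing RXFP1, treated 30 min at 37C with compounds plus PDE4 inhibitor Ro 20174; cAMP measured by HTRF TR-FRET. Normalized to buffer and 29 nM porcine relaxin; EC50 by Hill fit.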
# RXFP1 antagonist: antagonists of human relaxin receptor RXFP1; HEK293-RXFP1, relaxin-stimulated cAMP HTRF, 30 min; active compounds read low; activity change, negative = inhibition, % at 57.5 µM; 350,000 compounds, 0.59% hits; AID 1259400;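 active = activity change of -60% or lower, but not beyond a set lower limit; inconclusive = change between -60% and -40%, or beyond the set limit; inactive = change above -40%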; note: % is set by controls: 0 for no effect and ±100 for the full control effect
# D1 antagonist: blocks dopamine activation of the human D1 receptor; P21728; HEK293 TREx D1 cells, calcium flux, dopamine EC80; active compounds read low; activity change, negative = inhibition, % at 10 µM; 360,000 compounds, 3.2% hits; AID 504652; in the data active = activity change below about -30%; note: % is set by controls: 0 for no effect and ±100 for the full control effect
#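 Calcium flux readout: force-coupled, inducible Hek293 Trex D1 line, cells induced overnight at 30 C with tetracycline, dye-loaded 30–90 min at RT. Antagonism scored against EC80 dopamine challenge given 180 s after compound.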
# D1 potentiator: potentiators of human D1 dopamine receptor | P21728 | HEK293 TREx D1 cells, calcium flux, dopamine EC20 potentiation | potentiation, % at 10 µM | 360,000 compounds, 0.036% hits; in the data active = potentiation above about 30%; note: 0% is about no effect
# D1 agonist: agonists of human D1 dopamine receptor; P21728; HEK293 T-REx D1 cells, calcium flux, agonist mode; activation, % at 2 µM; 360,000 compounds, 1% hits; in the data active = activation above about 30%; note: 0% is about no effect
#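 Agonism was scored from calcium flux recorded over 180 s (1 read/s) after pintool compound addition, following a 10-cycle baseline. Cells were inducible force-coupled HEK293 TREx D1, plated overnight at 30 C and loaded with no-wash calcium dye.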
# D2 potentiator: positively modulates the human D2 dopamine receptor allosterically | HEK293 T-REx D2, calcium flux, EC20 dopamine potentiation | potentiation, % at 10 µM | 340,000 compounds, 0.34% hits;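 active = potentiation over 3 SD above the plate norm, cut at about 30% in these data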; note: 0% is about no effect
#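 Potentiation of an EC20 dopamine calcium response measured kinetically over 180 s, after a preceding 180 s compound-only read flagging agonists. Cells: inducible Hek293 Trex D2 line, 4000/well, cultured overnight at 30 C before dye loading.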
# Vif-APOBEC3F blk: inhibitors of Vif-A3F interaction; AID 602313; HeLa A3F-eYFP + Vif (tagged APOBEC3F with the HIV-1 protein that degrades it), YFP fluorescence increase; Potency, µM (titrated, usually from 46.1 µM), for inactives: top-dose activity, negative = active; 390,000 compounds, 0.2% hits; note: potency is the fitted concentration of half-maximal effect; % of control where 0% means no effect; nearly all actives have a fitted effect of over 65% in size
#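 HeLa cells stably expressing Vif plus C-terminally eYFP-tagged A3F were seeded, incubated overnight at 37 deg C, dosed with compound, incubated overnight again at 37 deg C. Yellow fluorescence (Ex 488/Em 500-530) reported blocked Vif-mediated A3F-eYFP degradation.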
# * marks the source's active call; other numbers are inactive results; u = inconclusive; x = not tested or not shown. Unless noted, calls come from the whole dose curve; as a rule, active = well fitted curve in the direction sought with a large enough effect; inconclusive = small, poorly fitted or top-dose-only effect, or another doubt; inactive = no such curve, though single readings can be large; an effect the other way counts as inactive or inconclusive.
SMILES,Vif-APOBEC3F blk,D1 potentiator,GRP78 ERSR act,Vif-APOBEC3G blk,RXFP1 antagonist,RXFP1 ag,D1 agonist,D1 antagonist,D2 potentiator
Cc1noc(C)c1COc1cccc(C(=O)OCC(=O)N2CC(=O)Nc3ccccc32)c1,-2%,2,0%,2.8µM*,-2,-0.4%,2,-4,-7
CC(C)c1nc2cc3ccccc3cc2[nH]1,-2%,-5,u,-1%,8,-1.0%,1,-1,-4
CC(C)/C(=N/Nc1ccccc1[N+](=O)[O-])c1ccccc1,1%,2,1%,0%,-11,0.3%,3,-1,5
COc1ccc(OC)c(NC(=O)C23CCC(C)(C(=O)O2)C3(C)C)c1 (configuration not stated),-5%,-1,-4%,1%,-9,1.4%,2,4,-1
O=C(NCc1cccs1)C1(S(=O)(=O)c2ccccc2)CC=CC1,-10%,4,1%,-3%,x,-0.1%,0,-1,-30
C[C@H]1CN([C@@H](C)CO)C(=O)CCCn2cc(nn2)CO[C@@H]1CN(C)C(=O)Nc1ccc2c(c1)OCO2,-15%,x,-4%,0%,1,x,x,x,x
O=C(NCC1CCCO1)c1ccc2c(c1)N(Cc1ccc(Cl)cc1)CCS2 (configuration not stated),3%,x,-2%,-11%,-7,x,x,x,x
COc1ccc(-c2nc(N)n(C(=O)Cc3ccccc3)n2)cc1,-5%,-5,0%,-1%,16,0.2%,0,7,-6
C=C(C)Cn1c(CCNC(=O)C(C)(C)C)nc2ccccc21,1%,4,-6%,2%,-2,-2.2%,1,-15,17
CC(C)[C@H](NC(=O)c1ccccc1)C(=O)NCCc1ccccc1,1%,-9,-4%,4%,-1,2.0%,2,42,x
O=C(COC(=O)CSc1cc(Cl)ccc1Cl)Nc1ncc(C(F)(F)F)cc1Cl,3%,7,-4%,-2%,-11,-0.2%,7,-32*,-7
CCOc1cccc(=O)c2c(C)n(CC3CCCO3)c(C)c12 (configuration not stated),2%,-7,-3%,0%,3,1.0%,2,-20,-6
CC(Oc1ccc(Cl)cc1Cl)C(=O)/C=C/N(C)C (configuration not stated),-9%,-5,-4%,3%,-8,-1.3%,5,-37*,-17
CC(C)[C@@H](C(=O)N1CCN(C(=O)OC(C)(C)C)CC1)n1cc(CCO)nn1,2%,-5,-2%,1%,x,0.0%,-1,13,-6
Cc1cc(C)n2nc(SCC(=O)N(CC(C)C)c3c(N)n(CC(C)C)c(=O)[nH]c3=O)nc2n1,0%,4,-2%,-1%,19,0.1%,-3,23,-4
NCCCC(=O)N1c2ccccc2Sc2ccc(Cl)cc21,-7%,4,-8%,4%,-33,-2.0%,5,6,-8
Cc1ccccc1NC(=O)CN1CCC(n2nnc3ccccc32)CC1,7%,-1,-2%,0%,-3,6.2%,1,2,9
O=C(O)C1C2CCC(O2)C1C(=O)Nc1ccc(Br)cc1F (configuration not stated),-4%,x,0%,-7%,5,x,x,x,x
C[C@]12CCC(O)CC1=CCC1C2CC[C@]2(C)/C(=N\NC(N)=S)CCC12 (some centres not stated),-1%,-5,-2%,2%,7,0.0%,3,-2,4
O=C(CCl)N(Cc1cc(=O)[nH]c2ccccc12)c1ccccc1,0%,1,-13%,u,4,-1.0%,3,18,-7
CC(C)N1CC2(CC(c3ccccc3C(F)(F)F)=NO2)CN1C(=O)c1ccc(C(C)(C)C)cc1 (configuration not stated),-7%,x,-10%,-14%,-5,x,x,x,x
CC(NC(=O)Cc1ccccc1)c1ccccc1 (configuration not stated),6%,-4,-1%,-2%,-2,2.7%,4,7,7
COc1cc(/C=N/NC(=O)c2c(C)nnn2-c2nonc2N)ccc1O,1%,2,1%,0%,2,1.8%,2,4,4
COc1ccc(Cl)cc1NC(=O)COC(=O)C1CC1,-4%,-6,-1%,3%,7,-1.9%,0,3,-11
Cc1sc2nc(CSCC(=O)Nc3cc(F)ccc3F)[nH]c(=O)c2c1C,-3%,0,-4%,1%,3,0.4%,1,15,-6
CCN(CC)c1ccc(C=C(c2nnnn2-c2ccc(C)cc2)c2nnnn2-c2ccc(C)cc2)cc1,u,2,-3%,u,-6,1.6%,32*,5,x
O=C(NCc1cccc(Cl)c1)C(=O)Nc1ccc2nc3n(c(=O)c2c1)CCCCC3,0%,-4,-4%,-1%,-4,u,4,5,18
O=C(Cn1cnc2cc([N+](=O)[O-])ccc2c1=O)NC(c1ccccc1)c1ccccc1,0%,-4,-6%,-8%,-8,2.8%,2,-3,8
CCOC(=O)N1CCN(C(=O)c2cn(CC)c3cc(N4CCN(C)CC4)c(F)cc3c2=O)CC1,x,-4,x,x,x,1.1%,-2,9,1
COC(=O)C1CN(S(=O)(=O)c2cc(OC)ccc2OC)CCS1 (configuration not stated),4%,6,-3%,1%,-1,-1.8%,0,4,-13
CCc1ccccc1N(C)C(=O)c1nn(C)c2c1CSc1ccccc1-2,-1%,-2,1%,-8%,-5,2.6%,3,1,-3
CCOc1ccc(N(CC(=O)NC(C)(C)C)C(=O)c2ccco2)cc1,3%,5,-2%,-1%,0,0.1%,1,-19,-2
CCOC(=O)c1cnn(-c2cc(C)c3ccccc3n2)c1N,0%,-4,2%,-3%,u,3.2%,1,6,0
CCCCNC(=O)Cn1cnc2c(cnn2-c2ccc(C)c(C)c2)c1=O,-1%,-5,-2%,1%,6,-2.1%,3,4,5
O=S(=O)(c1cc(F)ccc1F)N1CCC2(CC1)OCCO2,-5%,6,-2%,-8%,-1,0.5%,1,-22,x
Cc1cc(C)c(NS(=O)(=O)c2cc(-c3onc(C)c3C)ccc2C)c(C)c1,-4%,-1,-3%,-2%,-10,6.4%,2,3,-1

# Already shown: an excerpt of the list.
SMILES,Vif-APOBEC3F blk,D1 potentiator,GRP78 ERSR act,Vif-APOBEC3G blk,RXFP1 antagonist,RXFP1 ag,D1 agonist,D1 antagonist,D2 potentiator
Cc1sc2nc(CSCC(=O)Nc3cc(F)ccc3F)[nH]c(=O)c2c1C,-3%,0,-4%,1%,3,0.4%,1,15,-6
CCN(CC)c1ccc(C=C(c2nnnn2-c2ccc(C)cc2)c2nnnn2-c2ccc(C)cc2)cc1,u,2,-3%,u,-6,1.6%,32*,5,x

# Next part:
SMILES,Vif-APOBEC3F blk,D1 potentiator,GRP78 ERSR act,Vif-APOBEC3G blk,RXFP1 antagonist,RXFP1 ag,D1 agonist,D1 antagonist,D2 potentiator
CCCc1cc(=O)n2[nH]c(-c3cccc(Br)c3)cc2n1,-29%,-6,3%,-2%,-7,5.6%,8,-8,-23
Cc1ccc(C(=O)OCn2ncc(Cl)c(Cl)c2=O)cc1,1%,-8,-16%,u,-5,1.2%,13,-48*,9
COc1cc(-c2nnc(SCC(=O)N(Cc3ccccc3)C(C)(C)C)o2)cc(OC)c1OC,-3%,2,-4%,-1%,-19,2.1%,2,4,-4
O=C(CSc1ccc(-c2ccc3c(c2)OCO3)nn1)Nc1nccs1,-4%,-4,-1%,-3%,4,u,1,-7,-1
Cc1onc(-c2c(F)cccc2Cl)c1C(=O)Nc1sc2c(c1C#N)CCC(C(C)(C)C)C2 (configuration not stated),-5%,-3,-8%,1%,-10,1.3%,8,3,8
CCn1cc(S(=O)(=O)c2ccccc2)c(=O)c2cc(F)c(N3CCN(C)CC3)cc21,-6%,1,-1%,2%,-10,0.5%,3,0,6
CCOC(=O)N1CCC(NC(=O)Cc2ccccc2)CC1,-7%,-4,-2%,2%,3,-2.2%,0,9,-3
Cc1nn(C(=O)CCC(=O)NCCc2ccccc2)c2ccccc12,1%,-3,1%,-1%,-6,-1.0%,0,4,-1
NC1=NC(=O)CC(C(=O)NCc2ccccc2)S1 (configuration not stated),x,10,-2%,0%,7,1.6%,5,-1,3
CC(NC(=S)NCCCN1CCOCC1)C12CC3CC(CC(C3)C1)C2 (configuration not stated),u,-3,-2%,1%,-5,-1.1%,4,-2,-3
CCOC(=O)c1cc(-c2ccccc2)n(CCC(=O)Nc2cc(OCC)ccc2OCC)c1C,2%,-7,1%,-5%,-23,1.2%,5,-13,-14
O=c1c2ccccc2sn1-c1ccccc1F,u,x,-10%,u,-28,x,x,x,x
O=C1c2ccccc2NC(c2cccc(O)c2)N1O (configuration not stated),-18%,-7,3%,6%,2,-2.0%,2,-2,-8
Cc1ccccc1-c1nc(CS(=O)(=O)CC(=O)NCc2ccccc2)c(C)o1,1%,-5,-4%,-13%,0,0.9%,3,43,4
O=C(Nc1nc2ccc(C(=O)N3CCCCC3)cc2s1)C1CCCCC1,2%,-2,3%,3%,0,-1.6%,1,3,-7
COc1ccc(Nc2c(-c3ccc(N4CCOCC4)cc3)nc3ncccn23)cc1OC,-2%,4,-1%,0%,-22,2.6%,-1,12,8
CCc1ccccc1N=C1S/C(=C/c2ccccc2OCC(=O)N2CCOCC2)C(=O)N1C,5%,-6,-3%,-9%,-24,2.0%,5,69,9
COc1ccc([C@H]2CC(=O)C=C(c3ccc(NC(C)=O)cc3)C2)cc1OC,3%,-3,-3%,-4%,x,1.4%,0,x,11
c1ccc(CNc2ncnc3c2cnn3-c2ccccc2)cc1,3%,-4,3%,u,-8,2.3%,3,-3,1
Cc1ccc(NC(=O)CC2Sc3ccccc3NC2=O)c(Br)c1 (configuration not stated),-3%,-2,1%,-5%,x,1.2%,3,3,17
Cc1ccc(NC(=O)CS(=O)(=O)c2cn(C)c3ccccc23)c(C)c1,2%,-6,-4%,2%,x,3.3%,1,-7,8
CCOC(=O)NC(=S)Nc1c(C)n(C)n(-c2ccccc2)c1=O,-3%,-3,-1%,-2%,-10,-1.5%,0,x,-9
Cc1noc(C)c1C(=O)Nc1nc(-c2cc(F)ccc2F)cs1,0%,-3,4%,-3%,-2,5.0%,2,-32*,-2
CCn1cc(C(=O)Nc2ccc(Cl)cc2Cl)cn1,3%,x,5%,-12%,-36,x,x,x,x
CCOC(=O)c1sc2ncn(C(C)C(=O)OCC)c(=O)c2c1C (configuration not stated),x,-3,-7%,0%,10,-1.3%,4,-23,24

# Some of the compounds tested, so the mix of outcomes need not match the whole.
